Source: PubChem (The Scripps Research Institute Molecular Screening Center)
S1P1 ag = activates the human S1P1 receptor; Sphingosine 1-phosphate receptor 1 (Homo sapiens), P21453; S1P1 agonist cell-based reporter assay; activation, % at 4.5 µM; 16,000 compounds, 1.5% hits; in the data active = activation above about 80%
Nox1 inhibitor = inhibitors of human NADPH oxidase 1 (Nox1) | Q9Y5S8 | HT29 cells, luminol chemiluminescence ROS | inhibition, % at 6.7 µM | 16,000 compounds, 0.81% hits | AID 1792, 2009
Target sequence (Q9Y5S8 whole entry, looked up): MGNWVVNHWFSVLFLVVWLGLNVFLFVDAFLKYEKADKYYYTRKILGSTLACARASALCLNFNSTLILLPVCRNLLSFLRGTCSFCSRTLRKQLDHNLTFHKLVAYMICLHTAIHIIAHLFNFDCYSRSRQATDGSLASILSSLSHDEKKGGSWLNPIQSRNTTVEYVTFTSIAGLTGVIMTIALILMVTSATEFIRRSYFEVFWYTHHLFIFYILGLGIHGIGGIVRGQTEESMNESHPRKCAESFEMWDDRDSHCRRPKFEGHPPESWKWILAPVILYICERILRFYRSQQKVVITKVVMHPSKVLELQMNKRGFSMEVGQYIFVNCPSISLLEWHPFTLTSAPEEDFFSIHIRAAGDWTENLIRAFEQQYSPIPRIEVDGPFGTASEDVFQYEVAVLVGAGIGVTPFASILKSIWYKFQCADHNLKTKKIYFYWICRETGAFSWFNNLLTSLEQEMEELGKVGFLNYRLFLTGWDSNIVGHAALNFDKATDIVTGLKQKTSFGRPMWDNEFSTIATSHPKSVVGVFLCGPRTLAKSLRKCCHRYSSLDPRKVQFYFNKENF
rat GALR2 agon = agonists of rat galanin receptor 2 (GALR2). cell-based GALR2 agonist screen. activation, % at 10 µM. 16,000 compounds, 0.5% hits; in the data active = activation above about 15%
Target sequence (O08726 whole entry, looked up): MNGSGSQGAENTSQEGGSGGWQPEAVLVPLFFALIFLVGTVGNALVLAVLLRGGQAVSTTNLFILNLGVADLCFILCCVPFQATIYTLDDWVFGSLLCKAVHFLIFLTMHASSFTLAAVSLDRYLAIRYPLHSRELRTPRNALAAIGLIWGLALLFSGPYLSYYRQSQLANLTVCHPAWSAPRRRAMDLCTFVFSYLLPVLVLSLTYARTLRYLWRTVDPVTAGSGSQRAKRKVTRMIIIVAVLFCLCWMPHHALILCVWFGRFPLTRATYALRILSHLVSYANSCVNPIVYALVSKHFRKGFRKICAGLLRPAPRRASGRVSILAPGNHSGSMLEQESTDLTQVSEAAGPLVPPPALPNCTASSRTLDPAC
TLR4-MyD88 inh = inhibitors of human TLR4-MyD88 binding; 16,000 compounds, 0.06% hits; inhibition, % at 10 µM; Cell-based TLR4-MyD88 binding inhibition assay; in the data active = inhibition above about 45%
PME-1 Maybridge = inhibitors of human PME-1 in Maybridge library; 16,000 compounds, 0.5% hits; inhibition, % at 9 µM; AID 2291, 2010; recombinant PME-1, FP-Rh probe fluorescence polarization; in the data active = inhibition above about 30%
Luminol counter = counter-screen for Nox1 inhibitors: inhibitors of luminol chemiluminescence; inhibition, % at 6.7 µM; 16,000 compounds, 0.4% hits; HRP/luminol/H2O2 chemiluminescence counterscreen; AID 1823, 2009; note: reference of the scale not given here
OPRK1 antag MB = antagonists of human kappa opioid receptor OPRK1, Maybridge library | 16,000 compounds, 0.4% hits | inhibition, % at 9 µM | OPRK1 cells, antagonist mode, fluorescence readout | AID 652031, 2013 | Kappa-type opioid receptor (Homo sapiens), P41145; in the data active = inhibition above about 50%
NOTCH ag = agonists of NOTCH signaling | NOTCH signaling luciferase reporter cells, luminescence | activation, % at 2.5 µM | 15,000 compounds, 0.4% hits; in the data active = activation above about 2.2%
* hit, by the source's call; x = not tested or not shown. Cut-off read from the data, not from the text of the source, unless noted: active = inhibition above about 75%; inactive = the rest.

SMILES	S1P1 ag	Nox1 inhibitor	rat GALR2 agon	TLR4-MyD88 inh	PME-1 Maybridge	Luminol counter	OPRK1 antag MB	NOTCH ag
O=c1n(-c2ccccc2)c(=O)n2n1C1C=CC2C1	-18	-14	-6	-4	5	-4	31	0.2
CCOC(=O)C1=C(C)N(C(C)=O)C(SC)=NC1c1ccccc1 (stereo not drawn)	67	-4	-9	-9	1	3	-9	-0.5
COc1ccc(C(C)=O)cc1CS/C(=N/S(=O)(=O)c1ccccc1)Nc1cccc(F)c1	5	-21	-6	-5	8	-6	-15	-0.8
CC(C(=O)NNC(=O)c1ccccc1Cl)n1nnc(N2CCOCC2)n1 (stereo not drawn)	7	-11	-4	2	3	1	25	-0.4
FC(F)(F)c1ccc(/C=N/Nc2nccc(C(F)(F)F)n2)cc1	-20	-24	-6	-3	-13	5	7	-0.4
NNC(=S)Nc1ccc(OC(F)(F)F)cc1	-29	3	-9	-1	-2	27	8	1.9
CCCS(=O)(=O)/C(C#N)=N/Nc1cc(C(F)(F)F)cc(C(F)(F)F)c1	117*	17	-8	4	0	4	34	-0.4
CN(C)C=Nc1ccccc1C1C=NNC1=O (stereo not drawn)	9	-31	-4	5	27	2	6	0.3
COc1ccc(Br)c(C(=O)NCc2ccc(Cl)cc2)c1	11	-34	-4	5	5	-1	-21	0.1
O=C1c2ccccc2C(=O)N1C(CO)C(O)c1ccccc1 (stereo not drawn)	-14	-58	1	4	-5	4	1	-0.6
Cc1c(-c2ccn[nH]2)sc2nc(C(F)(F)F)nn12	-15	19	-10	0	8	-5	9	-0.1
Cc1c(C#N)sc(-c2ncn[nH]2)c1C	-3	-30	-6	0	-1	-1	-16	-0.1
COC(=O)c1cc([N+](=O)[O-])ccc1SCc1ccc(Cl)cc1	25	-31	-8	-5	-4	5	-8	-0.3
CCOC(=O)N1CCC(NC(=O)c2ccco2)CC1	7	16	-6	-5	-2	-5	-33	-0.4
CCC(C)(C)OC(=O)c1cc([N+](=O)[O-])cc2c1-c1ccc([N+](=O)[O-])cc1C2=O	9	54	-10	-1	5	1	41	-0.1
O/N=C1\CCCc2ccccc21	-5	-10	-6	4	-1	-4	6	x
CSC(=NCCSC(C)(C)C)NS(=O)(=O)c1ccccc1	0	-78	-8	8	-5	3	3	-0.7
CS(=O)(=O)OCC12CC3CC(CC(C3)C1)C2	-9	-11	-6	-4	4	-8	2	0.1
O=C(O)c1nnn(-c2cccc(C(F)(F)F)c2)c1-c1ccccc1	-4	-32	-4	x	1	0	12	-0.3
O=c1[nH]nc(-c2cccs2)cc1Cc1ccc(Cl)c(Cl)c1	-18	0	12	0	4	-1	-39	-0.5
CCN(C(=O)c1cnc(OC)cc1C(F)(F)F)c1ccc(Cl)cc1Cl	11	-26	-8	-2	3	1	-6	-0.3
Clc1cc(CN2CCSCC2)c(Cl)s1	3	16	-4	-2	3	-1	3	0.2
CCCCCCNC(=O)NC(Cc1ccccc1)C(=O)OCC (stereo not drawn)	0	-18	-3	-3	-2	2	-11	-0.4
Cc1ccc(C)n1-c1ccc(C(=O)NNC(=O)c2ccc3nccnc3c2)cc1	-2	-36	-4	18	0	2	18	-0.2
O=C(O)COCC(=O)Nc1nc(SCc2ccc(Cl)cc2)n[nH]1	-6	-25	-6	5	3	-2	-5	-0.5
O=C(NCc1ccc2c(c1)OCO2)c1ccc(OC(F)(F)F)cc1	0	13	-3	2	6	-5	10	0.5
COc1ccc(OC)c(OCCOCCOc2cc(OC)ccc2OC)c1	-3	-21	-9	-7	4	0	-12	-0.5
C/C(=N\OC(=O)Nc1ccccc1)c1sc2ccccc2c1C	-9	-14	-9	-2	-2	-7	-4	0.3
N#CC1=C(N)OC(C2CC2)=C(C#N)C1c1ccco1 (stereo not drawn)	-9	-38	-7	2	0	0	-27	-0.6
O=C(Nc1ccccc1C(=O)Nc1nncs1)c1ccccc1	14	21	-5	-8	1	-1	-11	-0.5

Entries listed so far that have a COOH group, in the order listed:
SMILES	S1P1 ag	Nox1 inhibitor	rat GALR2 agon	TLR4-MyD88 inh	PME-1 Maybridge	Luminol counter	OPRK1 antag MB	NOTCH ag
O=C(O)c1nnn(-c2cccc(C(F)(F)F)c2)c1-c1ccccc1	-4	-32	-4	x	1	0	12	-0.3
O=C(O)COCC(=O)Nc1nc(SCc2ccc(Cl)cc2)n[nH]1	-6	-25	-6	5	3	-2	-5	-0.5

(more compounds)
SMILES	S1P1 ag	Nox1 inhibitor	rat GALR2 agon	TLR4-MyD88 inh	PME-1 Maybridge	Luminol counter	OPRK1 antag MB	NOTCH ag
O=c1cc(O)c2c(Cl)cc(Cl)cc2[nH]1	4	-33	-6	9	-1	19	-10	-0.3
COc1cc(C(=O)Oc2ccc(Cl)cc2Cl)cc(OC)c1OC	-11	-3	-4	6	0	-9	9	-0.3
CNc1cc(C)nc(-c2csc(C)n2)n1	9	16	-2	12	6	-7	12	-0.2
N#CCC(=O)Nc1ccccc1	2	-14	-4	3	4	3	-2	-0.1
COc1ccc(NC(=S)NC(C)(C)C)c([N+](=O)[O-])c1	90*	-49	-1	17	0	11	-11	-0.9
O=C(CCc1ccc(O)cc1)NNC(=S)NCCc1ccccc1	-4	-27	-6	-6	2	-32	-8	-1.2
CN1CCc2c(sc3nc(NC(=O)c4ccc(OC(F)(F)F)cc4)sc(=O)c23)C1	25	-46	-2	1	-8	3	-4	-5.3
CC(C)(C)SCCNC(=S)NCCO	-13	-7	-5	9	3	0	18	-0.7
CCOC(=O)/C(C#N)=C/N(C)/N=C/c1ccccc1	-2	-76	-9	2	5	3	-5	-0.2
O=C(O)CSCC(=O)Nc1cnccn1	-3	-28	-7	5	3	0	8	-0.1
O=[N+]([O-])c1ccc(-c2csc(-c3ccc(-c4cccs4)s3)n2)cc1	13	21	-3	6	8	-6	7	-0.2
CCOC(=O)c1nn(-c2ccc(C(C)(C)C)cc2)c(=O)c(C#N)c1C	-21	23	-5	-6	7	-1	2	1.1
COc1cccc(C2Nc3ccccc3S2)c1OC (stereo not drawn)	-4	2	-9	4	-3	-1	-5	-0.4
Cc1noc(C)c1S(=O)(=O)Nc1ccccc1SCCS(=O)(=O)c1ccc(Cl)cc1	-4	-30	1	-2	19	0	-7	-0.9
N#C/C(=C\c1cc2ccccc2o1)S(=O)(=O)c1ccc(Cl)cc1	-12	-8	-6	-8	-10	-5	1	0.3
COC(=O)C1=C(C)NC(=O)CC1c1ccccc1[N+](=O)[O-] (stereo not drawn)	-36	-8	-8	-2	3	0	1	-0.2
N/C(=N\NS(=O)(=O)c1ccccc1OC(F)(F)F)c1ccc(C(F)(F)F)cn1	-10	-30	-6	-1	0	1	16	-0.8
O=S(=O)(CCN1CCN(CCS(=O)(=O)c2ccccc2)CC1)c1ccccc1	-4	-15	-5	5	4	-3	-5	-0.2
CC(C)C(=O)NNc1nc2c(c(=O)n(C)c(=O)n2C)n1Cc1ccc(Cl)cc1	-11	100*	-7	-3	-1	5	-9	-0.1
CSc1nc(NC(=O)NS(=O)(=O)Oc2ccc(Cl)cc2Cl)nc(C2CC2)n1	-10	-8	-6	7	-1	1	-29	0.1
c1ccc2oc(-c3csc(-c4ccc(-c5ccon5)s4)n3)cc2c1	0	-35	14	6	-12	4	12	0.0
COc1ccc(NC(=O)NS(=O)(=O)c2ccc(C)cc2)cn1	1	-66	-4	-5	-2	1	-29	-0.4
COc1ccc(OC)c(S(=O)(=O)NC(=NCC(C)C)SC)c1	22	-41	-4	7	-1	3	0	-0.7
CN(C)/C=C/C(=O)c1csc2ccccc12	9	29	-3	3	5	-6	14	-0.3
C=Cc1c(S(C)(=O)=O)sc(C(=O)Oc2ccccc2)c1C	-10	-14	-4	-6	0	2	-13	-0.1
CN(C)/C=C/C(=S)c1cccs1	10	-41	-6	-3	-4	1	14	-6.0
Cc1ccc(S(=O)(=O)NC(=O)N2CCC(Nc3nccc(C(F)(F)F)n3)CC2)cc1	-8	-39	-5	9	-1	0	1	-0.4
CCOC(=O)c1cc(C(=O)CSc2ccc(C(F)(F)F)cn2)on1	0	-4	-7	-1	8	-2	6	-0.7
NNC(=O)c1csc(-c2ccc(C(F)(F)F)cn2)n1	-18	49	-4	-6	5	29	14	-0.2
Cc1cc(CSc2cc(C)c(Cl)cc2C)no1	-13	-47	-5	-5	-1	1	-3	0.3

Sorted by SMILES length (ascending): six of the compounds above.
SMILES	S1P1 ag	Nox1 inhibitor	rat GALR2 agon	TLR4-MyD88 inh	PME-1 Maybridge	Luminol counter	OPRK1 antag MB	NOTCH ag
N#CCC(=O)Nc1ccccc1	2	-14	-4	3	4	3	-2	-0.1
CN(C)/C=C/C(=O)c1csc2ccccc12	9	29	-3	3	5	-6	14	-0.3
COc1ccc(Br)c(C(=O)NCc2ccc(Cl)cc2)c1	11	-34	-4	5	5	-1	-21	0.1
CC(C(=O)NNC(=O)c1ccccc1Cl)n1nnc(N2CCOCC2)n1 (stereo not drawn)	7	-11	-4	2	3	1	25	-0.4
N#C/C(=C\c1cc2ccccc2o1)S(=O)(=O)c1ccc(Cl)cc1	-12	-8	-6	-8	-10	-5	1	0.3
CC(C)C(=O)NNc1nc2c(c(=O)n(C)c(=O)n2C)n1Cc1ccc(Cl)cc1	-11	100*	-7	-3	-1	5	-9	-0.1

Carrying on:
SMILES	S1P1 ag	Nox1 inhibitor	rat GALR2 agon	TLR4-MyD88 inh	PME-1 Maybridge	Luminol counter	OPRK1 antag MB	NOTCH ag
Cc1ccc2nc(SCC(=O)N3CCN(c4ccccc4)CC3)[nH]c2c1	12	-3	-8	12	7	-4	-7	0.2
CCOC(=O)c1c(O)[nH]c(N=O)c1SC	-8	3	-4	-8	0	-3	4	0.4
O=C(c1ccco1)N1CCN(CCN2CCOCC2)CC1	-3	2	-4	-5	0	-2	4	-2.1
Cn1nc(C(C)(C)C)cc1C(=O)Nc1c(-c2ccccc2)c(C(F)(F)F)nn1C	-14	-53	-6	20	-1	-1	0	x
Cc1ccc(C)c2c1C(=O)c1ccccc1C2=O	-2	-4	-4	7	4	-1	-10	0.2
O=C(O)CSCC(=O)Nc1ccccc1Oc1ccccc1	10	-17	-7	7	0	4	19	-0.4
CCOC(=O)c1cnc(SCC(=O)Nc2ccc([N+](=O)[O-])cc2)nc1N	21	-8	-10	-3	-3	4	-7	x
CC(C)(C)OC(=O)NCCN=Cc1ccc(Cl)cc1	-12	-5	-7	5	1	-1	-12	0.0
Cc1onc(-c2ccccc2)c1C(=O)NC1CCCCC1NC(=O)c1c(-c2ccccc2)noc1C (stereo not drawn)	6	0	-11	4	0	-6	-26	-0.8
O=[N+]([O-])c1cc(Cl)ccc1Oc1c(Cl)cccc1Cl	62	-53	-5	5	1	0	27	-0.1
O=[N+]([O-])c1cccc(OCNCCCCCCO)c1	-11	-22	-9	4	-3	6	-6	-0.5
OC(CNCc1ccco1)C(F)(F)F (stereo not drawn)	5	-27	-7	3	2	-4	14	-0.7
CC1=CC(=O)C(CCCCCC2=CC(=O)C(C)=CC2=O)=CC1=O	37	65	-13	8	12	-1	-4	-2.7
CC(C)c1ccc(N=C(N)NC#N)cc1	-2	45	-7	2	-4	4	6	-0.5
S=C(Nc1ccc(Cl)cc1)Nc1ccc(-c2csnn2)cc1	16	3	-4	11	7	-19	-10	0.1
N#CCS(=O)(=O)c1ccc(OC(F)(F)F)cc1	11	-95	-5	5	-3	4	-20	-0.5
O=C1CCCN1CC(O)CS(=O)(=O)c1ccc(Cl)cc1 (stereo not drawn)	-16	-56	-2	1	2	-2	6	-0.6
O=[N+]([O-])c1cccnc1NCCCn1ccnc1	-9	-18	-2	-2	1	3	-9	-0.7
Cc1nn2c(=O)c3c4c(sc3nc2[nH]c1=O)CCCC4	-4	-87	1	-5	1	0	-4	-0.6
Cc1cc(C)c2c(=O)c(C#N)coc2c1	-24	17	0	-5	0	8	-10	-0.1
O=C(Nc1ccc2c(c1)OCCO2)c1csc(-c2cccc3c2CCO3)n1	3	43	-4	-2	-10	-6	7	-1.1
COc1cc(NC(=O)c2c(-c3ccccc3)nnc3ccccc23)cc(OC)c1	-3	-27	-9	-1	1	-1	-3	0.0
O=C(NC(=S)N1CCOCC1)c1ccccc1	-15	-14	-2	10	4	6	10	0.5
O=C(Nc1ccc(C(F)(F)F)cn1)Nc1cccs1	-24	-124	0	-4	10	6	-30	-0.3
CN(C)CC1=C(Cl)c2ccccc2S1(=O)=O	-7	-40	-7	0	-1	1	6	-5.8
COc1ccc(C#N)c(C(=O)O)c1	-8	-23	-4	2	1	-5	-2	-0.6
CC(=O)Oc1cccc([N+](=O)[O-])c1	7	-32	-9	4	-3	3	4	0.0
